Hsp70 displacement – Hsp70 inhibitors, probe displacement, primary screen, biochemical, fluorescence polarization (AID 583); Hsp70 fluorescence polarization probe displacement, mP; higher % means a stronger effect; displacement, % at 20 µM; hits with a dose series show IC50 in µM; hit rate 0.06% among 140,000; in the data active = displacement above about 50%;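 also: plate controls were vehicle for no effect and reference ligand for full effect; a part of the inactive calls stands beside numbers as strong as those of hits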
Rat MKP-3 inhibitors – MKP-3 phosphatase inhibitors, primary screen, biochemical, rat enzyme, in vitro (AID 425). recombinant MKP-3 phosphatase activity, fluorescence; higher % means a stronger effect. inhibition, % at 20 µM; hits with a dose series show IC50 in µM. hit rate 0.17% among 110,000; in the data active = inhibition above about 50%;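 also: plate controls were vehicle for no effect and reference inhibitor for full effect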
* = called active by the depositor; . = not tested or not shown; & = joins results of further samples. Not all compounds are listed (hit frequency here may not be typical).

SMILES | Hsp70 displacement | Rat MKP-3 inhibitors
CCCCN(CCCC)C(=O)c1ccccc1 | 1.0% | -6%
Cc1cc(C)c2nc(Nc3nc(C)cc(=O)[nH]3)nc(C)c2c1 | -4.0% | -5%
COc1ccc(N(CC(=O)Nc2cccc(SC)c2)S(C)(=O)=O)cc1 | -0.8% | -15%
CCC(=O)Nc1ccc(S(=O)(=O)N2CCc3ccccc3C2)cc1 | -3.3% | 2%
O=C1N/C(=N/S(=O)(=O)c2ccccc2)S/C1=C/c1ccc(O)cc1 | -3.6% | 2%
O=C(O)COc1ccc2occ(C(=O)c3ccccc3)c2c1 | -2.0% | -2%
Cc1ccc(-n2nc3c([n+]2[O-])CCc2c-3no[n+]2[O-])cc1 | -1.6% | -3%
CCOc1ccc(C(=O)N2CCN(Cc3ccccc3)CC2)cc1OCC | 2.8% | 4%
COC(=O)C1=C(C)N=c2s/c(=C\c3ccc(N(C)C)cc3)c(=O)n2C1c1ccccc1Cl (stereo not given) | -121% | 1%
Cc1ccc2[nH]c(C)c(CC(=O)N/N=C/c3cccnc3)c2c1 | -1.1% | -2%
Cn1c(NC(=O)c2ccc(Cl)cc2[N+](=O)[O-])cc(=O)n(C)c1=O | -3.8% | 1%
CCOC(=O)CC(=O)c1c(C)[nH]c(C(=O)OCC)c1C | -2.5% | 2%
CCOC(=O)c1c(-c2cccs2)csc1NC(=O)CN1CC(C)OC(C)C1 (stereo not given) | 9.1% | -1%
O=C(O)CSCCS(=O)(=O)c1ccccc1 | 1.2% | 0%
CCCCN(C)CCCNC(=O)CS(=O)Cc1nc(-c2ccc(OC)c(OC)c2)oc1C (stereo not given) | 3.0% | -3%
Clc1cccc(N=C2NN=C(c3ccc4c(c3)OCCO4)CS2)c1 | 1.3% | .
Cc1cc(OCC(=O)Nc2cccc(-c3nc4ncccc4o3)c2C)cc(C)c1Cl | -9.2% | 4%
COc1cc(OC)cc(-c2nc3nc(C)c(CCC(=O)O)c(C)n3n2)c1 | 2.3% | -9%
Oc1ccc(/C=N/Nc2cc(N3CCCCC3)nc(N3CCCCC3)n2)c(O)c1 | -5.4% | 4%
CN(C)c1ccc(CNn2cnnc2SCc2ccc(F)cc2)cc1 | 2.3% | -3%
Cc1ccc(C)c(N2CCN(C(=O)CNS(=O)(=O)c3cccs3)CC2)c1 | 1.5% | .
C/C=C/c1ccc(OCCSc2nc(C)cc(=O)[nH]2)c(OC)c1 | 3.4% | -8%
CC(C)c1ccc(NC(=O)CN(c2ccc(Oc3ccccc3)cc2)S(C)(=O)=O)cc1 | -1.6% | -1%
Cc1ccc(OCC(=O)Nc2ccccc2CO)cc1 | -2.3% | 2%
Cn1cc(CN2CCN(c3ccccc3)CC2)c2ccccc21 | -2.7% | -18%
CCOC(=O)c1c(C)[nH]c(=S)c(C#N)c1-c1ccccc1 | 4.9% | -2%
N#CC1=C(N)Oc2n[nH]c(-c3ccccc3)c2C1C1CCCCC1 (stereo not given) | -0.3% | 3%
Cc1ccc(N2C(=O)c3ccccc3C2O)nc1 (stereo not given) | . | -4%
CCOC(=O)c1c(CN2CCN(C)CC2)n(C)c2cc(Br)c(OC)cc12 | 4.4% | -8%
c1ccc(Sc2nc(N3CCCCC3)nc(N3CCCCC3)n2)nc1 | . | -9%
Cc1nnc(SCC(=O)N2c3ccccc3-c3c(ssc3=S)C2(C)C)s1 | -0.3% | -2%
O=C(Nc1cccc2cccnc12)c1cccc2ccccc12 | 5.6% | .
CCc1cc(Br)ccc1N1C(=O)C2CC=CCC2C1=O (stereo not given) | -5.0% | -7%
CCOc1cc(/C=C2/C(=O)NC(=O)N(c3ccccc3)C2=O)cc(Br)c1O | 5.3% | -2%
Cc1ccc(C(C)(C)C)c(OCC(=O)Nc2ccccc2C(F)(F)F)c1 | -4.6% | 2%
COCCn1c(C)cc(C2=NNC(=Nc3ccc(Cl)cc3Cl)SC2)c1C | 3.2% | .
CCOC(=O)c1c(N)sc(C(=O)N2CCCCCC2)c1C | -2.9%&-5.6% | -2%&0%
Cc1ccc(S(=O)(=O)N2C(=O)CCC2C(=O)Nc2ccc3c(c2)OCCO3)cc1 (stereo not given) | 6.8% | -4%
COc1cc(/C=C2/C(=O)NN(c3ccccc3)C2=O)ccc1O | -4.3% | 3%
CN(C1CCS(=O)(=O)C1)S(=O)C12CC3CC(CC(C3)C1)C2 (stereo not given) | 6.8%&-4.5% | 2%&3%
CCOc1ccc(NC(=O)N2CCC(C(=O)c3ccc(F)cc3)CC2)cc1 | -3.0% | .
COC(=O)c1cc(NC2c3ncccc3C(=O)N2Cc2ccccc2)cc(C(=O)OC)c1 (stereo not given) | -4.6% | 5%
CN1C(=O)/C(=C\c2nc3ccccc3c(=O)n2-c2ccccc2)c2cc(Br)ccc21 | 3.5% | 0%
N=c1sccn1CC(=O)NCCc1ccc(Cl)cc1 | -0.6% | 2%
N#C/C(=C\c1cn(CC(=O)Nc2ccccc2)c2ccccc12)C(=O)Nc1ccc(F)cc1 | -8.1% | 7%

Compound profiles, as listed above:
Entry for Cc1ccc(-n2nc3c([n+]2[O-])CCc2c-3no[n+]2[O-])cc1 → Hsp70 displacement = -1.6%; Rat MKP-3 inhibitors = -3%
Entry for N#C/C(=C\c1cn(CC(=O)Nc2ccccc2)c2ccccc12)C(=O)Nc1ccc(F)cc1 → Hsp70 displacement = -8.1%; Rat MKP-3 inhibitors = 7%

Additional results.
SMILES | Hsp70 displacement | Rat MKP-3 inhibitors
CC1CCN(S(=O)(=O)c2cccc(C(=O)N(C)C3CCS(=O)(=O)C3)c2)CC1 (stereo not given) | 7.4% | -5%
Cc1ccc(NC(=O)COC(=O)c2ccc3c(c2)NC(=O)C2CCCN32)cc1C (stereo not given) | -13% | -5%
CCCCC(O)(CCN1CCOCC1)c1ccc(Cl)cc1 (stereo not given) | -33% | .
CCC1Oc2ccccc2N(CC(=O)NCCCN2CCCCC2CC)C1=O (stereo not given) | 0.2% | -2%
CSc1nc2c(c(=O)n1-c1ccc(F)cc1)SCC2 | 0.4% | .
O=C(NCCc1ccccc1)C(c1cccs1)N(C(=O)c1csnn1)C1CC1 (stereo not given) | 6.6% | -9%
O=C(COC(=O)c1cc(S(=O)(=O)N2CCCCC2)ccc1N1CCOCC1)NC1CCCCC1 | 2.4% | -5%
Cc1ccc([N+](=O)[O-])cc1N/C=C/C(=O)c1ccccc1 | -3.2% | 1%
O=C(O)C1CCC(N2C(=O)C3CCCCC3C2=O)CC1 (stereo not given) | -1.7% | .
COc1ccccc1-c1c(C(F)(F)F)oc2cc(OC(=O)C(C)(C)C)ccc2c1=O | 1.3% | -2%
Cc1cccc2c1CC(C)(C)N=C2C1=C(O)CCCC1=O | 1.3% | 0%
COc1ccc2ccccc2c1C1CC(=O)N2CN(C)CSC2=C1C#N (stereo not given) | -1.2% | 1%
COc1ccc(NC(=O)c2ccc(Br)o2)cc1OC | -0.9% | 4%
Cc1ccc(S(=O)(=O)Nc2ccccc2C(=O)Nc2cccc3c2C(=O)c2ccccc2C3=O)cc1 | 0.9% | 3%
CC(NC(=O)c1ccc2c(c1)OCO2)C(c1cccs1)N1CCOCC1 (stereo not given) | 0.5% | 1%
COc1ccc(-c2cc(=O)n(-c3nc4ccccc4[nH]3)[nH]2)cc1 | 5.5% | -2%
COc1ccccc1CN/C(C)=C(/C#N)C(=O)NCc1ccccc1 | -4.5% | 2%
CC(/C=C/c1ccc2c(c1)OCO2)=N\NC(=O)COc1ccccc1[N+](=O)[O-] | 1.2% | 6%
COc1ccccc1COCC(O)CNCC1(N2CCCCC2)CCCCC1 (stereo not given) | 0.2% | -2%
CCCCC(=O)Nc1ccc2c(c1)C(=O)NC2=O | . | -10%
COc1ccc(/C=C/C(=O)NCC2(c3ccccc3)CCOCC2)cc1OC | 6.9% | 0%
CCN(CC)CCCCCOc1ccccc1C | 0.6% | 0%
CCC(c1nnnn1Cc1cccs1)N1CCN(C2CCCC2)CC1 (stereo not given) | 6.2% | -9%
COc1ccc(CN2C(=O)CCC2(C)C(=O)NC2CCCCCC2)cc1 (stereo not given) | -2.9% | 6%
COCCN1C(=O)/C(=C\c2ccc(Cl)cc2Cl)C(C(=O)OC)=C1C | -3.3% | 0%
Clc1ccc2c(Cl)c(-c3nnc(-c4ccccc4)o3)sc2c1 | -1.0% | .
COc1ccc(NC(=O)c2cc(S(=O)(=O)N3CCCCC3)ccc2N2CCCCC2)cn1 | 3.0% | -12%
O=C(CC1Sc2ccccc2NC1=O)OCC(=O)N1CCc2ccccc21 (stereo not given) | 6.5% | 0%
CCCC(=O)Nc1nnc(SCC(=O)NCc2cccs2)s1 | 0.4% | .
Cc1ccccc1C(=O)NN1C(=O)/C(=C\c2ccc(N(C)C)cc2)SC1=S | -67% | 1%

Reformatted with values under each structure: 2 of the compounds above.
Screens in order – Hsp70 displacement	Rat MKP-3 inhibitors
- COc1ccccc1CN/C(C)=C(/C#N)C(=O)NCc1ccccc1
  -4.5%	2%
- CC(/C=C/c1ccc2c(c1)OCO2)=N\NC(=O)COc1ccccc1[N+](=O)[O-]
  1.2%	6%

(list continues)
SMILES | Hsp70 displacement | Rat MKP-3 inhibitors
CCCc1ccccc1OCCNc1nc2c(c(=O)n(C)c(=O)n2C)n1C | -1.7% | 3%
COc1cc(C(=O)Nc2c(C)cc(Br)cc2C)cc(OC)c1OC | 0.7% | 2%
CCOc1ccc(C(C)(O)CN2CCOCC2)cc1 (stereo not given) | 1.8% | .
COC(=O)c1ccccc1NC(=O)Cn1cc2c(n1)CCC(C)C2 (stereo not given) | -1.1% | -2%
Cc1ccc(F)cc1NC(=O)c1ccc2c(c1)OCO2 | 6.3% | -9%
Cc1ccc(-c2nn(C)c(=O)c3ccccc23)cc1CNC(=O)CN1CCOCC1 | 2.3% | -1%
COc1ccccc1N(CN1CCCC1=O)C(=O)c1c(F)cccc1Cl | 1.0% | -4%
COCCCNC(=O)/C=C/c1ccc(C)cc1 | -0.1% | 4%
CCN(CC)c1ccc(NC(=O)c2ccco2)c(C)c1 | 1.6% | 3%
CCOc1ccccc1N1CCN(Cc2cccc(OC)c2O)CC1 | 3.2% | -1%
O=C(c1ccccc1)N1CCCCC(Sc2nnc3ccccn23)C1=O (stereo not given) | 9.2% | -7%
O=S(=O)(CCc1nc2ccccc2o1)c1ccc(Cl)cc1 | 0.2%&-1.3% | -8%&3%
O=C(Nc1cnc2sccn2c1=O)c1ccccc1Cl | 0.8% | -7%
CCc1c(C)nc2ncnn2c1N1CCC(C(=O)NCc2cccc(OC)c2)CC1 | 2.7% | -4%
COc1ccccc1-c1coc2c(CN3CCN(C)CC3)c(O)ccc2c1=O | 0.6%&-0.4% | -11%&0%
COc1ccc(C2N=C(Nc3ccc(C)cc3)Nc3nc(C)cc(=O)n32)cc1 (stereo not given) | 2.9% | -7%
O=C1/C(=C\c2cccnc2)CN(Cc2ccccc2)C/C1=C\c1cccnc1 | 2.1% | 0%
Cn1nnnc1SCC(=O)NCCc1ccc(Cl)cc1 | -0.8% | -6%
Cc1[nH]n(-c2ccccc2)c(=O)c1C=O | 4.4% | 0%
CCOC(=O)c1nc(N2CCN(C(=O)OCC)CC2)c2c3c(sc2n1)CCCC3 | -1.2% | -3%
CCN1CCN(S(=O)(=O)c2cccc3nsnc23)CC1 | 4.1% | .
C=C(C)CSC1=C(C#N)C(c2ccsc2)CC(=O)N1 (stereo not given) | -1.8% | -3%
CN(C)c1nc(Nc2ccc(Cl)cc2)nc(OCC#N)n1 | 5.4% | 2%
CC(C)CNc1nc(-c2ccc(Cl)cc2)nc2ccccc12 | -0.9% | 3%
CSc1ccc(/C=N/NC(=O)COc2c(Br)cc(Br)cc2Br)cc1 | -6.7% | 2%
CS(=O)(=O)c1ccc2nc(NC(=O)CC3CCCC3)sc2c1 | -5.0% | 1%
COc1ccc(/C=N/NS(=O)(=O)c2ccc(C(C)(C)C)cc2)c(OC)c1 | 5.9% | -3%
O=C(Cn1nnc(-c2ccc(Cl)cc2)n1)NCCC1=CCCCC1 | 2.6% | 6%
Nc1nonc1-c1nc2ccccc2n1Cc1ccc(F)cc1Cl | -13% | -7%
Cc1nc(-c2ccccc2)sc1C(=O)Nc1cccc2ccccc12 | 0.8% | -2%

Arranged by value in Rat MKP-3 inhibitors (lowest first): three of the compounds above.
SMILES | Hsp70 displacement | Rat MKP-3 inhibitors
CC1CCN(S(=O)(=O)c2cccc(C(=O)N(C)C3CCS(=O)(=O)C3)c2)CC1 (stereo not given) | 7.4% | -5%
CSc1ccc(/C=N/NC(=O)COc2c(Br)cc(Br)cc2Br)cc1 | -6.7% | 2%
COc1ccc(NC(=O)c2ccc(Br)o2)cc1OC | -0.9% | 4%

(next part)
SMILES | Hsp70 displacement | Rat MKP-3 inhibitors
COc1ccccc1N1CCN(CC(=O)NCC2CCCO2)CC1 (stereo not given) | -4.0% | .
Cc1ccc(C(=O)CSc2nc3ccccc3c(=O)[nH]2)cc1C | 6.1% | -6%
Cc1ccc2c(c1)C(C)(c1ccccc1)CC(C)(C)N2C(=O)CN1C(=O)C2CCCCC2C1=O (stereo not given) | -0.6% | 3%
COc1cc2[nH]c(=S)n(CCN3CCOCC3)c(=O)c2cc1OC | -0.3% | -5%
CCN(CC)CCN(Cc1cc2cc3c(cc2[nH]c1=O)OCCO3)C(=O)NC1CCCCC1 | 3.9% | -4%

Bioassay records as filed in PubChem BioAssay.
